# High-throughput results (PubChem)
# Rab2A wt mod = changes GTP binding to wildtype dog Rab2A, up or down | P61105 | GST-Rab2 wt beads, Bodipy-GTP binding, flow cytometry | GTP binding activity, % at 10 µM | 190,000 tested, 0.19% active | AID 760;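 active = GTP binding activity at least 20 points away from 100%, either lowered or raised; inconclusive = signal likely due to the compound's own green fluorescence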;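 note: 0% = beads with excess unlabeled GTP and 100% = no-compound control corrected for plate trend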
# ABCB1 inh = human ABCB1 inhibition, ABCG2 as counter-screen; P08183; CCRF-Adr cells, JC-1 efflux, flow cytometry; inhibition, % at 6.6 µM; 190,000 tested, 0.067% active; in the data active = inhibition above about 40%;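 note: 0% = vehicle and 100% = reference inhibitor; higher value means more JC-1 retained so stronger ABCB1 efflux block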
# Target sequence (P08183 whole entry, looked up): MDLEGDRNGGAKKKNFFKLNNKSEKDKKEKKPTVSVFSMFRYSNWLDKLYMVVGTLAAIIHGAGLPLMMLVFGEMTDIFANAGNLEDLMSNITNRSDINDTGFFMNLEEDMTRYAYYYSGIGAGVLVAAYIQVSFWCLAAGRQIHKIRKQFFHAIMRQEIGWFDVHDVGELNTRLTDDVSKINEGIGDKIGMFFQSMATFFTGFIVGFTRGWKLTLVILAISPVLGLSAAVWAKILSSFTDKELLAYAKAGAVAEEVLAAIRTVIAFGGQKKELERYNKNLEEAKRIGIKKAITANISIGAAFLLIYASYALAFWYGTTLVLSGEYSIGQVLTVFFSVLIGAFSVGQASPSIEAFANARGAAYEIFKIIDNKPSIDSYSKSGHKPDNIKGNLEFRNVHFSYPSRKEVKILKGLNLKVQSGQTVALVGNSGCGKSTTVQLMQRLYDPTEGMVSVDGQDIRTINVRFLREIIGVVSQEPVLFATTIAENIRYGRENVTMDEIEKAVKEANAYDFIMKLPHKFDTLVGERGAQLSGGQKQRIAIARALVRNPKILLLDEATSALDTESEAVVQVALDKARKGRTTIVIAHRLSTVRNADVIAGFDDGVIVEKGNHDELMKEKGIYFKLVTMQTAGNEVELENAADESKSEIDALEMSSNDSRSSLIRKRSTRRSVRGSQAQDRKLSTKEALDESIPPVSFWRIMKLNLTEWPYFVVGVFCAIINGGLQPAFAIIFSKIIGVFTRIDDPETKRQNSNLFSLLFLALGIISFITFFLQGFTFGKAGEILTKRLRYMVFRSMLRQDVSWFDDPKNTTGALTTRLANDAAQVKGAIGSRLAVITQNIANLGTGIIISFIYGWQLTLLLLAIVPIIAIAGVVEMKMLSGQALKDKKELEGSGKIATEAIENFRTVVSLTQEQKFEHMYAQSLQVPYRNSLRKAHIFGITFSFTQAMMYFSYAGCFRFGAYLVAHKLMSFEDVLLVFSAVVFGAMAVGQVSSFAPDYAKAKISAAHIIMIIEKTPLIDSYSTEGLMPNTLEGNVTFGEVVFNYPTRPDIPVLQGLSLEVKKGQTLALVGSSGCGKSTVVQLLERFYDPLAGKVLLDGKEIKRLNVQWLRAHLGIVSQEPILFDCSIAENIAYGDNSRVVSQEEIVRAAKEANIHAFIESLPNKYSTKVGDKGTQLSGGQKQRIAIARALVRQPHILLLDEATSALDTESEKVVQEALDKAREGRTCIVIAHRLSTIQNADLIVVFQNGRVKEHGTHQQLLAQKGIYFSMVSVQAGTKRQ
# Rab7 wt GTP bind = alters GTP binding to wildtype dog Rab7. 190,000 tested, 0.055% active. GTP binding activity (percent of control), % at 10 µM. GST-Rab7 beads, fluorescent GTP binding, flow cytometry; actives lie on both sides; untreated = 100%, excess cold GTP = 0%;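 active = fluorescent GTP binding to Rab7 beads changed by at least 20 points from the 100% baseline, either direction, mostly lower; inconclusive = compound itself probably fluorescent, or too few beads counted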;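 note: median green fluorescence of bound Bodipy-FL-GTP per Rab7 bead population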
# Rac1 mut GTP = alters GTP binding to activated mutant human Rac1 | 190,000 tested, 0.11% active | GST-Rac1 activated beads, fluorescent GTP binding, flow cytometry; actives lie on both sides; 100% means binding = to untreated wells | percent activity (GTP binding), % at 10 µM;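 active = GTP binding at least 20 percentage points away from the 100% baseline, in either direction, so actives lie on both sides; inconclusive = Compound likely fluorescent itself, or too few beads counted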
# Pf gamet viab = kills late stage P. falciparum gametocytes; 150,000 tested, 0.065% active; AID 743093; inhibition, % at 10.9 µM; P. falciparum stage V gametocytes, ATP luminescence, 24 h;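 active = inhibition above the mean plus 3 SD of compounds within the control limits, set per campaign, cut at about 38% in these data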;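 note: 0% = DMSO wells and 100% = medium only without gametocytes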
# Rac1 wt GTP bind = modulators of human Rac1 wildtype GTP binding | P63000 | GST-Rac1 beads, fluorescent GTP binding, flow cytometry; actives lie on both sides; 0 = cold GTP competed, 100 = untreated | GTP binding activity (% of control), % at 10 µM | 190,000 tested, 0.27% active | AID 757;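 active = GTP binding activity at least 20 points away from the 100% control level, either lower or higher; inconclusive = compound flagged as likely green fluorescent, judged across all proteins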
# ABCG2 inh = human ABCG2 inhibition, ABCB1 as counter-screen | Q9UNQ0 | IgMXP3 cells, JC-1 efflux, flow cytometry | inhibition, % at 6.6 µM | 190,000 tested, 0.1% active | AID 1325;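 active = inhibition above 80%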;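 note: 0% = DMSO and 100% = nicardipine control wells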
#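 Test system: IgMXP3 (ABCG2) plus far-red-tagged CCRF-Adr (ABCB1) cells. Reagent: JC-1 dye as substrate. Timing: 10 min exposure at 25 °C with rotation, no wash. Measured by: flow cytometric JC-1 green MFI at 530 nm. Read-out: percent efflux inhibition, scaled nicardipine 100% to DMSO 0%. Control set: nicardipine and DMSO wells.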
# Avidin bead fluor = avidin bead compound fluorescence profile; Avidin beads, compound fluorescence 488/530 nm, flow cytometry; stronger effect = higher value; fluorescence (KMESF) at 10 µM; 220,000 tested, 0.38% active; AID 1775; in the data active = fluorescence above about 47; note: inactives centre near 10
# HRas wt GTP = human HRas wildtype GTP binding, change in either direction. P01112. GST-Ras wt beads, Bodipy-FL-GTP binding, flow cytometry; actives lie on both sides. GTP binding activity, % at 10 µM. 190,000 tested, 0.14% active;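 active = GTP binding activity at least 20% away from the 100% baseline, either lowered as inhibitor or raised as activator; inconclusive = flagged as likely green fluorescent, judged across all proteins in the well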;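 note: 0% = unlabeled GTP competition control and 100% = no-compound control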
# Mcl1-Noxa inh = disrupts binding of human Mcl-1 to Noxa peptide. TR-FRET Mcl-1/Noxa peptide binding, 2 h. AID 1022. 220,000 tested, 1.5% active. Q07820. inhibition, % at 21.7 µM;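 active = compounds that cut the protein-peptide binding signal by more than 50% relative to plate controls in a single-dose test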;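 note: His-tagged Mcl-1 with rhodamine Noxa BH3 peptide and terbium anti-His antibody; 0% = Mcl-1 plus Noxa peptide wells and 100% = peptide-only wells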
# Cdc42 wt = changes GTP binding to wildtype human Cdc42; percent activity (GTP binding), % at 10 µM; 190,000 tested, 0.2% active; GST-Cdc42 beads, Bodipy-GTP binding, flow cytometry; actives lie on both sides; AID 761;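 active = percent activity GTP binding at least 20 points away from the 100% baseline, either down as inhibitor or up as activator; inconclusive = compound flagged as likely green fluorescent from well-wide comparison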;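 note: median bead fluorescence of bound Bodipy-FL-GTP at 100 nM; 0% = excess unlabeled GTP control and 100% = no compound control; below 100% means less GTP binding so inhibitor and above means activator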
# An asterisk follows results filed as active; ? = inconclusive; nt = not tested or not shown.
# Each structure is followed by: Rab2A wt mod	ABCB1 inh	Rab7 wt GTP bind	Rac1 mut GTP	Pf gamet viab	Rac1 wt GTP bind	ABCG2 inh	Avidin bead fluor	HRas wt GTP	Mcl1-Noxa inh	Cdc42 wt
CCOc1ccc2nc(SC(CC)C(=O)Nc3cc(C)on3)sc2c1 (stereo not given)
    98	0.5	100	97	nt	102	3	3	98	-9	98
COc1ccc(CN(CC2CCCO2)S(=O)(=O)c2ccc(C(=O)O)cc2)cc1OC (stereo not given)
    101	0.1	102	101	nt	108	1	7	105	-3	105
O=C(Nc1ccccc1C(=O)N1CCOCC1)c1ccco1
    102	0.4	102	99	-3	105	0	13	102	11	103
COc1ccc(N(C(=O)c2cccnc2)S(=O)(=O)c2ccc3c4c(cccc24)C(=O)N3C)cc1
    96	5.8	99	102	nt	107	2	5	101	7	99
Cn1c(C(=O)NCCOc2ccccc2Cl)cc(=O)n(C)c1=O
    100	1.1	109	99	13	100	5	5	100	17	98
CN1CCC(=NNC(=O)c2ccco2)CC1
    93	0.1	93	93	nt	94	0	10	93	nt	97
CCCOC(=O)c1cccc(Nc2nc(-c3cccnc3)nc3ccccc23)c1
    95	1.1	105	101	8	104	3	9	99	23	97
COc1ccc(N(CC(=O)NCCC2=CCCCC2)S(C)(=O)=O)cc1
    101	0.1	103	96	nt	102	0	9	102	-14	102
CCOc1ncccc1C(=O)Nc1ccc(S(=O)(=O)NC2=NCCCCC2)cc1
    98	1.2	104	95	-14	98	16	11	98	6	99
Cc1cc(Br)ccc1NC(=O)CN1C(=O)C2C3CC(c4ccccc4)C(C3)C2C1=O (stereo not given)
    104	0.2	103	101	nt	105	3	40	105	-6	105
CC(C)=C1SC(N2CCCCC2)=NC1=O
    97	0.2	96	96	14	98	3	7	97	-2	99
O=C(NCCC1=CCCCC1)NC12CC3CC(CC(C3)C1)C2
    102	-0.7	92	101	nt	104	3	7	101	-11	102
Cc1ccc(C(=O)Cn2cnc3ccccc3c2=O)cc1C
    100	0.5	103	96	nt	100	1	7	99	1	97
CCCN1CNC(=S)N(c2ccccc2OCC)C1
    99	0.2	103	100	-22	103	0	2	102	-7	99
Cc1sc(NC(=O)CSc2nnnn2C)c(C#N)c1C
    98	-0.3	104	94	nt	100	-1	12	99	17	95
Cc1cc(C)nc(SCCS(=O)Cc2ccc(Cl)cc2)n1 (stereo not given)
    97	0.8	99	99	nt	100	10	10	98	14	99
O=C(Nc1ccc2c(c1)CCC2)c1ccc(Cl)nc1
    96	0.0	101	93	nt	95	1	11	94	4	94
Cn1c(=O)c2c(-c3ccccc3)n(Cc3cccnc3)cc2n(C)c1=O
    100	0.6	100	99	nt	100	3	2	100	10	101
Cn1c(Cc2cccs2)n[nH]c1=S
    97	-2.1	99	98	-22	104	-5	13	99	7	98
O=C(O)c1ccc(N2C(=O)Nc3ccccc3N2O)cc1
    100	2.7	106	95	5	101	7	8	98	11	100
CCN(CC)CCN(Cc1cc2cccc(C)c2[nH]c1=O)C(=S)Nc1ccccc1
    100	0.1	106	97	14	99	-1	10	98	13	96
Cc1onc(-c2c(Cl)cccc2Cl)c1C(N)=O
    ?	0.3	?	?	nt	?	2	10	?	-3	?
O=C(CCC1CCCC1)Nc1ccc(C(=O)NCc2cccnc2)cc1
    98	0.2	99	99	12	99	1	11	98	10	99
Cn1c(=O)oc2cc(S(=O)(=O)N3CCC(C(=O)Nc4ccc(OC(F)(F)F)cc4)CC3)ccc21
    100	0.9	94	98	-12	97	10	11	97	3	101
O=C(c1ccc(-n2cnnn2)cc1)N1CCOCC1
    100	-0.5	103	101	nt	107	3	29	102	3	102
CCOc1cc2[nH]c(=S)n(C3CCN(Cc4ccccc4)CC3)c(=O)c2cc1OCC
    96	4.0	104	92	nt	93	6	9	96	20	94
O=C1CCCN1CN(C(=O)c1ccccc1)c1ccccc1
    95	1.0	99	98	-16	97	12	9	98	-2	106
CCCN1CCN(CCCNC(=O)CCNC(=O)Cn2ccc3ccccc3c2=O)CC1
    94	0.3	94	98	19	101	3	5	96	-6	94
CCCCCCSC1=C(C#N)C(c2ccc(O)cc2)CC(=O)N1 (stereo not given)
    97	0.1	99	96	nt	96	1	17	98	11	94
N#CC(Sc1ccccn1)c1ccc(Cl)cc1 (stereo not given)
    98	1.1	98	96	-19	99	4	13	96	9	98
OCCN1CCN(CC(O)COCCOc2ccc(Br)cc2)CC1 (stereo not given)
    98	-0.2	105	99	-26	105	-2	4	101	40	97
Cc1cc(NC(=O)COC(=O)CNS(=O)(=O)c2ccc(C)c(C)c2)no1
    103	-0.7	108	102	7	106	-4	9	103	2	104
OCC#CCSc1nnc(-c2ccncc2)o1
    99	-0.1	101	100	-7	113	0	17	102	25	105
O=C(CP(=O)(O)CC(=O)c1ccccc1)c1ccccc1
    100	-0.1	107	94	-9	94	-1	25	99	10	93
Cc1ccc(NC(=O)c2noc3c2CCCCC3)cc1
    100	0.4	98	97	nt	103	4	29	101	9	107
O=C(NC1CCCCC1)C(c1ccncc1)N(C(=O)Cc1cccs1)c1ccccc1 (stereo not given)
    96	0.7	95	96	1	98	1	11	96	7	95
CC1CCN(CCc2nc3cc(NC(=O)NC4CCCCC4)ccc3n2C)CC1
    97	0.4	99	97	nt	96	1	14	98	9	98
O=C1NC(CCc2ccccc2)C(=O)N1CCOc1ccccc1 (stereo not given)
    93	0.2	94	94	11	100	1	11	95	1	95
CC1(c2ccccc2Cl)NC(=O)N(CC(=O)NCCC2=CCCCC2)C1=O (stereo not given)
    96	0.4	95	95	-1	97	1	10	96	6	92
COc1ccc(OC(C)=O)c(C2c3cc(OC)c(OC)cc3CCN2C(C)=O)c1 (stereo not given)
    96	2.2	98	95	nt	97	3	15	100	18	98
CCN(CC(=O)Nc1cccc(C(C)=O)c1)S(=O)(=O)c1ccc(OC)cc1
    95	0.9	95	92	nt	90	5	14	94	-1	96
Cc1ccc(NC(=O)C2CCCN(c3ncccn3)C2)cc1F (stereo not given)
    100	0.8	98	96	nt	101	9	8	100	-3	102
O=C1CSC(c2ccccc2)N1Nc1nc(N2CCOCC2)nc(N2CCOCC2)n1 (stereo not given)
    93	-0.7	99	90	13	94	-2	12	94	9	93
NC(=O)c1ccccc1NC(=O)/C=C/c1cccc(Cl)c1
    ?	0.2	?	?	-20	?	2	45	?	-21	?
O=C(N[C@@H](Cc1c[nH]c2ccccc12)C(=O)O)c1ccccc1Cl
    100	0.2	102	97	-23	101	1	10	99	24	103

# Complete entries from above. Order of values: Rab2A wt mod, ABCB1 inh, Rab7 wt GTP bind, Rac1 mut GTP, Pf gamet viab, Rac1 wt GTP bind, ABCG2 inh, Avidin bead fluor, HRas wt GTP, Mcl1-Noxa inh, Cdc42 wt
# CC1(c2ccccc2Cl)NC(=O)N(CC(=O)NCCC2=CCCCC2)C1=O (stereo not given) is entered as 96, 0.4, 95, 95, -1, 97, 1, 10, 96, 6, 92
# CCN(CC(=O)Nc1cccc(C(C)=O)c1)S(=O)(=O)c1ccc(OC)cc1 is entered as 95, 0.9, 95, 92, nt, 90, 5, 14, 94, -1, 96
# Cc1cc(NC(=O)COC(=O)CNS(=O)(=O)c2ccc(C)c(C)c2)no1 is entered as 103, -0.7, 108, 102, 7, 106, -4, 9, 103, 2, 104

# Later entries
# Each structure is followed by: Rab2A wt mod	ABCB1 inh	Rab7 wt GTP bind	Rac1 mut GTP	Pf gamet viab	Rac1 wt GTP bind	ABCG2 inh	Avidin bead fluor	HRas wt GTP	Mcl1-Noxa inh	Cdc42 wt
CCOc1ccc(C(C)=O)cc1CSc1nnnn1-c1ccc(O)cc1
    96	1.2	96	94	-16	96	6	9	95	-5	95
NC(=O)c1cccnc1
    97	-0.4	97	100	nt	102	0	6	97	13	100
COCCCNC(=O)c1ccc([N+](=O)[O-])c(Cl)c1
    102	0.3	97	102	6	104	5	13	101	-9	105
O=C(CSc1nnc(-c2ccc(O)cc2)n1-c1ccccc1)CC(=O)Nc1ccccc1
    96	-2.1	98	96	-39	100	-8	8	96	12	97
O=C(C1CCCN(S(=O)(=O)Cc2ccccc2)C1)N1CCc2ccccc21 (stereo not given)
    94	0.8	97	92	nt	93	5	6	97	-3	98
CCOC(=O)C1CCN(Cc2cn(C)nc2-c2ccc(Oc3ccccc3)cc2)CC1
    96	2.4	97	94	nt	98	4	1	95	-3	97
Cc1ccc(S(=O)(=O)NCC(=O)NCc2ccncc2)cc1
    101	0.8	95	100	5	102	4	6	101	-8	102
O=C(Nc1ccccc1C(=O)NCc1ccco1)Nc1cccc2ccccc12
    97	2.1	96	97	10	99	17	9	96	17	93
CC12CC3CC(C)(C1)CC(C(=O)NC(=S)N1CCOCC1)(C3)C2
    100	0.0	100	101	nt	104	-1	7	97	8	102
CCn1cnc2cc(NC(=O)c3ccco3)ccc21
    100	0.0	97	99	nt	107	3	3	100	3	100
COc1cccc(CN(C)CC(=O)Nc2sc3c(c2C#N)CCC3)c1OC
    ?	1.0	?	?	1	?	2	23	?	11	?

# Gathered by group: those above with a furan ring, fused or not
# Each structure is followed by: Rab2A wt mod	ABCB1 inh	Rab7 wt GTP bind	Rac1 mut GTP	Pf gamet viab	Rac1 wt GTP bind	ABCG2 inh	Avidin bead fluor	HRas wt GTP	Mcl1-Noxa inh	Cdc42 wt
O=C(Nc1ccccc1C(=O)N1CCOCC1)c1ccco1
    102	0.4	102	99	-3	105	0	13	102	11	103
CN1CCC(=NNC(=O)c2ccco2)CC1
    93	0.1	93	93	nt	94	0	10	93	nt	97
O=C(Nc1ccccc1C(=O)NCc1ccco1)Nc1cccc2ccccc12
    97	2.1	96	97	10	99	17	9	96	17	93
CCn1cnc2cc(NC(=O)c3ccco3)ccc21
    100	0.0	97	99	nt	107	3	3	100	3	100

# Hits appear at their usual frequency; overall some 2.3% were active at least once.
